# Assay outcomes from PubChem.
# SMN2 splice enh: qHTS Assay for Enhancers of SMN2 Splice Variant Expression | 210,000 compounds, 2.8% hits | HEK293 SMN2-luciferase splicing reporter, luminescence, 30-36 h | AID 1458, 2008 | Potency, µM (top dose mostly 46.1 µM), for the others: top-dose activity change, positive = activation, most hits filed as activators; further: % of control where 0% means no effect; nearly all actives have a fitted effect of over 55% in size
#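 qHTS luciferase splicing reporter: luminescence rises when SMN2 exon 7 is included in transfected HEK293 cells. Compound exposure lasted 30-36 h at 37C, with 4.5 mM final sodium butyrate as control, followed by a ONE-Glo read.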
# Epigenetic reg: Quantitative High-Throughput Screen for Regulators of Epigenetic Control. Potency, µM (titrated, usually from 53.9 µM), without a hit: at the highest dose GFP activation, hits mostly activators. murine LDR cells, GFP reporter derepression, 30 h. 280,000 compounds, 0.2% hits; further: % of control where 0% means no effect; nearly all actives have a fitted effect of over 60% in size
#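 Murine LDR cells bearing a silenced CMV-driven GFP reporter were exposed to compound for 30 h at 37 C. After PBS washes, GFP-positive cells (20-120 um objects) counted by laser-scanning microplate cytometry.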
# Numbers without * were called inactive; u = inconclusive; [ ] = dose if it differs, or a comment. The call rests on the fitted dose curve; in most records, active means well fitted curve in the direction sought with a large enough effect; inconclusive means small, poorly fitted or top-dose-only effect, or another doubt; inactive means no such curve, though single readings can be large; an effect the other way counts as inactive or inconclusive. Potency means the concentration at half of the fitted maximal effect. The list is partial; count on the stated rates, not on these rows.
# Every second line gives: SMN2 splice enh	Epigenetic reg
CCOC(=O)c1cc2c(=O)n3ccccc3nc2n(CC2CCCO2)c1=NC(=O)c1ccc(OC)cc1OC (stereo not drawn)
  4.8%	-0.2%
Cc1cccc(NC(=O)C2CCC(CNS(=O)(=O)c3ccc(Br)s3)CC2)c1 (stereo not drawn)
  -20.9%	5.9%
Cc1ccc(Cc2c(C)nc3nc(SCC(=O)NCCC(C)C)nn3c2C)cc1
  3.0%	u
Cc1ccc(S(=O)(=O)c2nc(-c3ccc(Cl)cc3)oc2N2CCCCCC2)cc1
  1.9%	0.1%
CCc1nn(CC(=O)NCc2ccc(OC)c(OC)c2)c(=O)c2cc3sc(C)cc3n12
  -0.4%	1.1%
CC1(C(=O)Nc2ncc(Cc3ccc(Br)cc3)s2)Cc2ccccc2C(=O)O1 (stereo not drawn)
  -8.7%	-2.9%
COc1ccc(-c2nc3n(n2)C(c2ccccc2OC)C(C(=O)Nc2cccnc2)=C(C)N3)cc1 (stereo not drawn)
  -1.2%	-0.6%
Cc1ccc2oc(=O)n(CCNC(=O)Nc3ccc(Cl)cc3)c2c1
  -9.1%	-1.8%
COc1ccccc1NC(=O)c1ccc2c(Cl)c3c(nc2c1)CCCC3
  0.9%	-1.1%
Cc1ccc(Cl)cc1N1CCN(C(=O)c2ccc3nc(N4CCC(C)CC4)sc3c2)CC1
  -3.6%	0.3%
COC(=O)CCCCCn1c(-c2ccccc2)cn2c3c(=O)n(C)c(=O)n(C)c3nc12
  11.0%	4.3%
Cn1ccnc1SCC(=O)Nc1cc(Cl)ccc1Cl
  -2.3%	0.0%
Cc1cc(C)c(NC(=O)C2CCCN(S(=O)(=O)c3c(C)noc3C)C2)c(C)c1 (stereo not drawn)
  14.5%	1.0%
CCOc1ccc(CNCCSc2nnnn2C)cc1
  -10.5%	0.0%
CCc1ccc(NC(=O)C2CCCN(S(=O)(=O)c3cccc4cccnc34)C2)cc1 (stereo not drawn)
  -18.5%	-1.8%
CCCCN(C)CCCNC(=O)CN1C(=O)COc2ccc(S(=O)(=O)N3CCC(C)CC3)cc21
  -1.5%	-2.3%
Cc1ccc2nc(-c3cccc(NC(=O)CSc4ccc(Cl)cc4)c3)oc2c1
  u	-0.2%
CCOC(=O)c1ccc(NC(=O)CN2C(=O)COc3ccc(Cl)cc32)cc1
  3.7%	-1.1%
COc1ccc(-n2c(SCCC(C)C)nc3sc4c(c3c2=O)CC(C(C)C)OC4)cc1 (stereo not drawn)
  -5.1%	-0.7%
Cc1ccc(C)c(N2CCN(C(=O)CN3C(=O)COc4ccc(S(=O)(=O)N5CCCC5)cc43)CC2)c1
  -9.7%	5.5%
Cc1ccc2oc(=O)c3cc(C(=O)Nc4ccccc4C(N)=O)sc3c2c1
  0.9%	1.1%
Cc1c(Cl)cccc1NC(=O)C(C)N(c1ccccc1)S(C)(=O)=O (stereo not drawn)
  -6.3%	0.3%
COc1ccc(NC(=O)CCc2c(C)nc3cc(-c4cccc(F)c4)nn3c2C)cc1Cl
  2.4%	4.4%
CCOC(=O)c1cccc(NC(=O)c2ccc3c(Cl)c4c(nc3c2)CCC4)c1
  7.9%	5.8%
Cc1ccc(S(=O)(=O)Nc2cc3c(cc2N2CCOCC2)n(C)c(=O)n3C)c(C)c1
  -1.0%	1.7%
O=C(Cn1nc(Cc2cccnc2)c2ccccc2c1=O)N1CCN(c2ccc(F)cc2)CC1
  -21.8%	-3.4%
CCOC(=O)N1CCc2c(sc3c2c(=O)n(CCc2ccccc2)c(=O)n3Cc2cc(C)ccc2C)C1
  1.9%	-1.7%
O=C(c1ccc2c(c1)N(Cc1ccc(F)cc1)CCS2)N1CCN(c2ccccc2)CC1
  -17.7%	0.0%
COc1ccc(Cl)cc1NC(=O)c1cn(C2CCCCC2)c(=O)c2c1c1ccccc1n2C
  7.0%	0.8%
CCc1ccc(C2CC(=O)c3c([nH]c(C(=O)OCC4CCCCC4)c3C)C2)cc1 (stereo not drawn)
  10.1%	8.3%

# Additional structures follow:
# Every second line gives: SMN2 splice enh	Epigenetic reg
Cc1ccc(-c2noc(CNC(=O)COc3cc(C)c(Br)c(C)c3)n2)cc1
  15.0%	-1.9%
CCc1ccc2c(c1)NC(c1cccs1)=NC(c1ccc(F)cc1)=N2
  u	-3.9%
COc1ccc(C(=O)Nc2nnc(C)s2)cc1
  11.2µM*	-0.8%
O=C(c1ccc(F)cc1F)N1CCC(c2noc(-c3ccc(S(=O)(=O)N4CCCC4)cc3)n2)CC1
  -13.1%	2.8%
O=C1Nc2ccccc2Oc2cc(Oc3cccc(Cl)c3)ccc21
  -1.0%	17.2%
CCCOCc1cc(CN2CCN(c3ccccc3OC)CC2)c(O)c2ncccc12
  -11.3%	3.55µM*
CCOc1ccc(CCNC(=O)c2csc3c2CCCCC3)cc1
  10.9%	0.0%
O=C(Nc1ccccc1F)c1ccc2c(Cl)c3c(nc2c1)CCC3
  u	1.1%
Cc1ccccc1NS(=O)(=O)c1ccc(Br)s1
  0.0%	-1.8%
O=C(COc1ccc(Br)cc1Cl)Nc1ncn[nH]1
  u	u
Cc1ccccc1Cn1nc(C)c(NC(=O)c2cc(-c3ccc(F)cc3)on2)c1C
  -2.5%	-1.8%
O=C(CCCn1c(=O)c2ccccc2n(Cc2ccc(F)cc2Cl)c1=O)NCCc1ccc(Cl)cc1
  2.0%	-0.9%
Cc1c(C(=O)N(Cc2cccc(F)c2)C2CCS(=O)(=O)C2)oc2cc(Br)ccc12 (stereo not drawn)
  -3.8%	-1.0%
COc1ccc(-c2nc3c(c(SCC(=O)Nc4ccc(C(=O)O)cc4)n2)Cc2ccccc2O3)cc1
  26.4%	2.6%
Cc1ccc(C(=O)N2CCCCC2CCN2CCCCC2)cc1 (stereo not drawn)
  3.3%	-3.1%
COc1ccc(-c2cc3nc(C)c(CCC(=O)N4CCN(c5cccc(Cl)c5)CC4)c(C)n3n2)c(OC)c1
  1.4%	-1.1%
Cc1cccc(NC(=O)Cn2c(=O)n(CC3CCC(C(=O)NCCc4ccccc4)CC3)c(=O)c3ccccc32)c1 (stereo not drawn)
  2.2%	16.6%
Cc1cc(Nc2cc(Cl)ccc2C)n2nc(-c3ccccc3)nc2n1
  -5.2%	25.1µM*
Cc1ccc(N2CCN(S(=O)(=O)c3ccc(Cl)c4ccccc34)CC2)c(C)c1
  -1.4%	0.0%
Cc1cccc(OCCn2nnc3sc4c(c3c2=O)CCCC4)c1
  10.2%	-3.9%
CCc1ccc(NC(=O)CN2C(=O)C(c3ccccc3)=NC23CCCCCC3)cc1
  4.7%	2.4%
Cc1cc2nc(-c3ccc(NC(=O)c4ccc(OCC(C)C)cc4)cc3)oc2cc1C
  1.2%	-0.8%
Cc1cccn2c(=O)c(/C=C(\C#N)c3nc4ccccc4n3C)c(Oc3ccc(Cl)cc3)nc12
  u	-1.0%
CCOC(=O)c1sc(NC(=O)c2nc3nc(C)cc(C(F)F)n3n2)c(C(=O)OC)c1C
  6.3%	-1.0%
Cc1ccc2oc(C(=O)Nc3c(C(=O)c4ccc(C)c(F)c4)oc4ccccc34)cc(=O)c2c1
  2.3%	-1.9%
COc1cc2c(=O)c(C(=O)c3ccc(F)cc3)cn(Cc3cccc(F)c3)c2cc1OC
  -8.4%	-1.1%
O=C(NCc1ccc2c(c1)OCO2)c1ccc2c(c1)N(Cc1ccc(F)cc1)C(=O)c1ccccc1S2=O (stereo not drawn)
  -3.6%	4.4%
Fc1ccc(-c2nnc(CN3CCN(c4ccccn4)CC3)o2)cc1
  -7.5%	-0.9%
Cc1ccc(OCC(=O)N(Cc2ccco2)C2CCS(=O)(=O)C2)cc1 (stereo not drawn)
  2.5%	-1.9%
CCOC(=O)C1CCCN(C(=O)c2cc3c(Cl)nc4ccccc4c3s2)C1 (stereo not drawn)
  -5.2%	-1.1%

# New compounds follow
# Every second line gives: SMN2 splice enh	Epigenetic reg
COc1ccc(NC(=O)CSc2nc(-c3ccccc3)cc(-c3cc(OC)c(OC)c(OC)c3)c2C#N)c(OC)c1
  -5.6%	-1.6%
CCn1c(=O)cc(SCC(=O)N2CCN(c3cc(C)ccc3C)CC2)c2ccccc21
  1.3%	0.0%
Cc1ccc(NS(=O)(=O)c2ccc3c(c2)CCN3C(=O)C2CC2)c(C)c1
  -17.3%	5.2%
CCOC(=O)c1nnc2c(-c3ccc(Cl)cc3)c(C)nn2c1N
  0.2%	-1.1%
CCC(C(=O)OC)n1cnc2c(cnn2-c2ccc(F)cc2)c1=O (stereo not drawn)
  4.2%	-1.6%
N#C/C(=C\c1ccc(Cl)cc1)c1nc2ccccc2[nH]1
  7.4%	4.8%
Cc1cc(C)cc(Nc2cc(C(=O)NCc3ccccc3)c3ccccc3n2)c1
  -8.9%	1.1%
O=C(NCCc1ccccc1)c1ccc(CSc2nc3ccncc3n2Cc2ccccc2)cc1
  14.5%	-5.2%
COc1ccc(NC(=O)CC2C(=O)N(c3ccc(F)cc3)C(=O)N2Cc2ccc3c(c2)OCO3)cc1 (stereo not drawn)
  -0.4%	-2.6%
O=C(NCCCN1CCN(c2ccc(F)cc2)CC1)c1cc2c(Cl)nc3ccccc3c2s1
  7.9%	15.6%
N#C/C(=C\c1ccc(Br)cc1)c1nc(-c2cc3cc(Br)ccc3oc2=O)cs1
  0.6%	-1.6%
COc1ccc(CC(=O)Nc2c(C(=O)Nc3ccc(F)cc3)oc3ccccc23)cc1OC
  10.8%	3.5%
CCC(CC)C(=O)Nc1ccc(OCc2cc(=O)n3c4c(sc3n2)CCCC4)cc1
  -11.5%	1.0%
CCOc1ccc(/C=C(\C#N)C(=O)Nc2sc3c(c2C(=O)OC)C(C(=O)OC)CC3)cc1OC (stereo not drawn)
  2.0%	3.2%
Cc1ccc(C2=NC(c3ccc(F)cc3)=Nc3ccc(C)cc3N2)cc1
  9.4%	-0.3%
COc1ccc(NC(=O)CSc2oc(-c3ccc(C)cc3)nc2S(=O)(=O)c2ccc(C)cc2)c(OC)c1
  -5.3%	-1.8%
Cc1ccc(NC(=O)C2CCCN(S(=O)(=O)c3cccc4nsnc34)C2)c(C)c1 (stereo not drawn)
  -13.0%	-0.8%
COc1ccc(Nc2c(-c3cccc(O)c3)nc3cnccn23)cc1
  0.7%	1.6%
COc1cc(C2c3c(-c4cc(C)ccc4O)n[nH]c3C(=O)N2Cc2ccco2)cc(OC)c1OC (stereo not drawn)
  6.5%	1.1%
Cc1ccc(NC(=O)CSc2nnc3scc(-c4ccc(Cl)cc4)n23)cc1
  -9.0%	0.3%
Cc1ccc(NC(=O)NCCOCCn2c(=O)oc3ccccc32)c(C)c1
  -1.5%	1.1%
Cc1ccc(NC(=O)c2ccc(Cl)cc2Cl)c(C(=O)c2ccccc2)c1
  -28.8%	-0.5%
O=C(Nc1ccc(Br)cc1)C1CCCN1S(=O)(=O)c1ccc(F)cc1 (stereo not drawn)
  -40.2%[inhibitor]	0.8%
Cc1c(Cl)cccc1NC(=O)C(C)n1nnc2sc3c(c2c1=O)CCCC3 (stereo not drawn)
  9.1%	-2.7%
CCCN(CCC)C(=O)c1c[nH]c2ccc(S(=O)(=O)Nc3cc(C)cc(C)c3)cc2c1=O
  0.4%	-1.7%
Clc1ccc(CNc2nc3ccccc3c3nc(-c4cccnc4)nn23)cc1
  -3.1%	1.4%
CCOc1cc(C2Sc3ccccc3NC3=C2C(=O)c2ccccc23)ccc1O (stereo not drawn)
  -2.0%	2.0%

# An excerpt of these results, in CSV form:
SMILES,SMN2 splice enh,Epigenetic reg
O=C(NCCc1ccccc1)c1ccc(CSc2nc3ccncc3n2Cc2ccccc2)cc1,14.5%,-5.2%
COc1ccc(NC(=O)CC2C(=O)N(c3ccc(F)cc3)C(=O)N2Cc2ccc3c(c2)OCO3)cc1 (stereo not drawn),-0.4%,-2.6%
O=C(NCCCN1CCN(c2ccc(F)cc2)CC1)c1cc2c(Cl)nc3ccccc3c2s1,7.9%,15.6%
N#C/C(=C\c1ccc(Br)cc1)c1nc(-c2cc3cc(Br)ccc3oc2=O)cs1,0.6%,-1.6%
COc1ccc(CC(=O)Nc2c(C(=O)Nc3ccc(F)cc3)oc3ccccc23)cc1OC,10.8%,3.5%
CCC(CC)C(=O)Nc1ccc(OCc2cc(=O)n3c4c(sc3n2)CCCC4)cc1,-11.5%,1.0%
CCOc1ccc(/C=C(\C#N)C(=O)Nc2sc3c(c2C(=O)OC)C(C(=O)OC)CC3)cc1OC (stereo not drawn),2.0%,3.2%
Cc1ccc(C2=NC(c3ccc(F)cc3)=Nc3ccc(C)cc3N2)cc1,9.4%,-0.3%
COc1ccc(NC(=O)CSc2oc(-c3ccc(C)cc3)nc2S(=O)(=O)c2ccc(C)cc2)c(OC)c1,-5.3%,-1.8%
Cc1ccc(NC(=O)C2CCCN(S(=O)(=O)c3cccc4nsnc34)C2)c(C)c1 (stereo not drawn),-13.0%,-0.8%
COc1ccc(Nc2c(-c3cccc(O)c3)nc3cnccn23)cc1,0.7%,1.6%
COc1cc(C2c3c(-c4cc(C)ccc4O)n[nH]c3C(=O)N2Cc2ccco2)cc(OC)c1OC (stereo not drawn),6.5%,1.1%
Cc1ccc(NC(=O)CSc2nnc3scc(-c4ccc(Cl)cc4)n23)cc1,-9.0%,0.3%
